Hck-Nef inh = inhibitors of human Hck kinase activated by Nef; hit rate 0.68% among 220,000; inhibition, % at 20 µM; Recombinant Hck-YEEI plus Nef, Z-Lyte FRET kinase assay; AID 463187; P08631;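 active = Hck-Nef kinase inhibition above about 50%, limit read from the data; inactive = inhibition below that limit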;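 note: 0% = DMSO with Hck plus Nef and 100% = Hck alone without Nef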
Runt-SMMHC FRET = Runt domain-CBFb-SMMHC interaction inhibition; Q01196+Q13951; Cerulean-Runt/Venus-CBFb-SMMHC FRET ratio 530/480, 1 h; inhibition, % at 20 µM; hit rate 0.74% among 220,000;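 active = mean inhibition across duplicate retests at 20 µM reaching about 50%, limit read from the data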;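 note: 0% = DMSO wells and 100% = wells with excess untagged CBFb-SMMHC; inhibitors lower the FRET ratio by blocking Runt binding to CBFb-SMMHC; some results filed as inactive read as strong as hits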
Runt-CBFb FRET = inhibitors of human RUNX1 Runt domain binding to CBFb. hit rate 0.46% among 220,000. Q01196+Q13951. AID 1496. inhibition, % at 20 µM. Cerulean-Runt/Venus-CBFb FRET ratio 530/480, 1 h;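 active = inhibition over about 50% at 20 µM in the single-dose screen, limit read from the data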;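 note: 0% = DMSO wells and 100% = excess unlabeled CBFb competitor control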
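Reagent – Venus-CBFb binding partner, 100 nM · Assay system – Cerulean-tagged RUNX1 Runt domain (FRET donor) fusion protein · Input – 100 nM per protein · Incubation – two 1 h room-temperature incubations shielded from light · Measured by – FRET fluorescence · Medium – Tris buffer pH 7.5 with salts and BSA · Benchmarks – unlabeled CBFb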
NPY-Y1 PAM-ag = potentiators or agonists of human neuropeptide Y receptor Y1 | NPY-Y1 expressing cells, potentiator/agonist activation | activation, % at 3.6 µM | hit rate 0.37% among 220,000 | AID 1304; in the data active = activation above about 33%, passing the limit was not always enough;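 note: cells stimulated with NPY at EC10 then isoproterenol at EC100; 0% = low agonist plus stimulus and 100% = saturating agonist plus stimulus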
Target sequence (P25929 whole entry, looked up): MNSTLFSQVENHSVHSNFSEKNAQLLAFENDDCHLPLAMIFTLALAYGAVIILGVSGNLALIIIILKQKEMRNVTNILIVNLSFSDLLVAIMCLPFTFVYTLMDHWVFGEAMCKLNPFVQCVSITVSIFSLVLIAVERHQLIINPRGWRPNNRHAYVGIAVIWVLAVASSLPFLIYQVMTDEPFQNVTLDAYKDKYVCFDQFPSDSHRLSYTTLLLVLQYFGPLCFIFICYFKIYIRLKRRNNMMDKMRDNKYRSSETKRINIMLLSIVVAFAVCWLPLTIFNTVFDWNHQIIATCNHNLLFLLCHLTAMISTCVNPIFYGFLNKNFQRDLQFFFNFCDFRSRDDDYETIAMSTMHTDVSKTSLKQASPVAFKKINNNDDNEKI
NPY Y1 blocker = blocks the human neuropeptide Y Y1 receptor | HEK293-CNG Y1 cells, membrane potential fluorescence; NPY at EC95, then isoproterenol | inhibition, % at 3.6 µM | hit rate 1% among 200,000 | AID 1040 | P25929;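 active = inhibition above the campaign mean inhibition of all tested compounds plus 3 SD, cut at about 20% in these data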;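 note: 0% = DMSO wells given NPY plus isoproterenol and 100% = isoproterenol alone without NPY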
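Test system: HEK293 cells co-expressing NPY Y1 receptor and cyclic-nucleotide gated channel; Also added: NPY (25 nM), isoproterenol (1 µM), Ro 20-1724 (25 µM); Compound dosing: one concentration, 3.6 µM, in 0.4% DMSO; Timing: dye 3 h, compound 60 min room temperature, stimulation 45 min; Technique: Membrane-potential fluorescent dye readout.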
RBBP9 inh = inhibitors of human serine hydrolase RBBP9. recombinant RBBP9, FP-Rh probe fluorescence polarization. hit rate 0.2% among 220,000. AID 1515. inhibition, % at 7.94 µM;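 active = inhibition above the campaign mean of all tested compounds plus 3 SD, cut at about 14% in these data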;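 note: plate controls were DMSO wells with RBBP9 for no effect and wells lacking RBBP9 protein for full effect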
Target sequence (O75884 whole entry, looked up): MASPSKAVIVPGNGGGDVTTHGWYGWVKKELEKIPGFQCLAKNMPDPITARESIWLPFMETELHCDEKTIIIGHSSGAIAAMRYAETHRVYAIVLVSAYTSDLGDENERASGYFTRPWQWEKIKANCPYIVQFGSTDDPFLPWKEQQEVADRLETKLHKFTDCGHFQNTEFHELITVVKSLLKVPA
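System: RBBP9 protein / Buffer or medium: Tris/NaCl buffer pH 8.0 with 0.1% Pluronic / Probe or stimulus: Serine-hydrolase probe FP-Rh, 375 nM pre-mixing / Dosing: 7.94 µM single dose, 0.794% DMSO / Times: enzyme-compound preincubation 30 min, then probe labeling 45 min, 25 °C / Technique: fluorescence polarization (mP), excitation 525 nm, emission 598 nm / Replication: singlicate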
p97 ATPase inh = blocks human p97 ATPase activity | recombinant p97 ATPase, Kinase-Glo ATP luminescence, 3 h | inhibition, % at 8 µM | hit rate 0.42% among 220,000 | AID 1481; in the data active = inhibition above about 15%;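 note: 0% = DMSO vehicle and 100% = wells lacking enzyme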
NPY-Y2 PAM-ag = human NPY-Y2 potentiation or agonism, primary screen | P49146 | cells expressing NPY-Y2, potentiator/agonist read-out | activation, % at 3.6 µM | hit rate 0.45% among 220,000; in the data active = activation above about 27%;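 note: cells stimulated with NPY near EC25 plus isoproterenol at EC100; 0% = vehicle plus submaximal agonist and 100% = vehicle plus saturating agonist; some results beyond the cut were filed as inactive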
MDM2 E3 inh = inhibitors of human Mdm2 E3 ubiquitin ligase | signal enhancement, % at 5 µM | hit rate 0.11% among 210,000 | cell-based MDM2 ubiquitination luciferase reporter, 2 h; 0 = plate control, 100 = twice control, blank-subtracted | Q00987;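 active = signal enhancement of 30% or more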;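 note: luminescence tracks abundance of the self-degrading MDM2-luciferase fusion protein; higher signal means inhibition of MDM2 E3 ligase activity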
Target sequence (Q00987 whole entry, looked up, the tested form may be a part): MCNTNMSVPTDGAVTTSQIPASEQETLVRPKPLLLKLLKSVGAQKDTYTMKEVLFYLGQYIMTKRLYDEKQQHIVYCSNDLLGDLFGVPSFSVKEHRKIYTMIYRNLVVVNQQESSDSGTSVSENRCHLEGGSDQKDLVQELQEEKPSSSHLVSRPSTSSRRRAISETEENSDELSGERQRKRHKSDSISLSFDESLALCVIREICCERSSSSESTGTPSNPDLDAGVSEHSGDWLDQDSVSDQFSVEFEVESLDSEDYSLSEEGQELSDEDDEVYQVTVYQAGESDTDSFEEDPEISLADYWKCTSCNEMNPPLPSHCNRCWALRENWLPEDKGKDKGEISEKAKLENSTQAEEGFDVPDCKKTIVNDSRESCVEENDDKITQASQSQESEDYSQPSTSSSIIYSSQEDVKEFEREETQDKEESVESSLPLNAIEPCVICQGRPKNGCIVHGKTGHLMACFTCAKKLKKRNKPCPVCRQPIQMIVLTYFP
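test system = mammalian cells stably expressing self-ubiquitinating, self-degrading MDM2 E3–luciferase fusion | quantity = 2000 cells/well | incubation = cell settling 4 h, compound treatment 2 h, both 37 °C | signal = luminescence with SteadyLite reagent, 15 min at room temperature | evaluation = % enhancement relative to plate controls after blank subtraction | benchmarks = plate controls and plate blanks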
The depositor's hits bear a star.

CCSc1nc(N)c2c3c(sc2n1)CCC3 was read as Hck-Nef inh 0, Runt-SMMHC FRET 5, Runt-CBFb FRET 0, NPY-Y1 PAM-ag 8, NPY Y1 blocker -7, RBBP9 inh -6, p97 ATPase inh 0, NPY-Y2 PAM-ag 10 and MDM2 E3 inh -4.
Screening NC(=O)C1(N2CCCCC2)CCN(C(=S)Nc2cccc(Cl)c2)CC1 returned Hck-Nef inh -5, Runt-SMMHC FRET 1, Runt-CBFb FRET 1, NPY-Y1 PAM-ag 7, NPY Y1 blocker -3, RBBP9 inh -9, p97 ATPase inh -8, NPY-Y2 PAM-ag 12 and MDM2 E3 inh -11.
Cc1ccc(S(=O)(=O)Oc2ccccc2N2C(=O)C3CC=CCC3C2=O)cc1 (configuration not stated) was read as Hck-Nef inh 0, Runt-SMMHC FRET -7, Runt-CBFb FRET -4, NPY-Y1 PAM-ag 18, NPY Y1 blocker -2, RBBP9 inh -1, p97 ATPase inh -5, NPY-Y2 PAM-ag -3 and MDM2 E3 inh -7.
Screening CSc1nnc2ccc(-c3cccs3)nn12 returned Hck-Nef inh 22, Runt-SMMHC FRET 3, Runt-CBFb FRET 0, NPY-Y1 PAM-ag -7, NPY Y1 blocker 2, RBBP9 inh -12, p97 ATPase inh -1, NPY-Y2 PAM-ag -10 and MDM2 E3 inh -9.
COc1ccc(CNC(=O)c2noc(C)c2[N+](=O)[O-])cc1 was read as Hck-Nef inh 0, Runt-SMMHC FRET -4, Runt-CBFb FRET -3, NPY-Y1 PAM-ag -2, NPY Y1 blocker 0, RBBP9 inh -1, p97 ATPase inh 2, NPY-Y2 PAM-ag -11 and MDM2 E3 inh -6.
Screening CC(C)(C)NC(=O)COC(=O)c1ccc(S(=O)(=O)N2CCCC2)cc1 returned Hck-Nef inh 0, Runt-SMMHC FRET -4, Runt-CBFb FRET -1, NPY-Y1 PAM-ag 7, NPY Y1 blocker 0, RBBP9 inh -6, p97 ATPase inh 2, NPY-Y2 PAM-ag 12 and MDM2 E3 inh -10.
CCOC(=O)COc1c(Br)cc(/C=C2\SC(=O)N(CC(=O)N3CCCC3)C2=O)cc1OC was read as Hck-Nef inh 14, Runt-SMMHC FRET -5, Runt-CBFb FRET -13, NPY-Y1 PAM-ag -8, NPY Y1 blocker -6, RBBP9 inh -1, p97 ATPase inh 3, NPY-Y2 PAM-ag -1 and MDM2 E3 inh -8.
Screening NC(=O)c1ccc[n+](CC(=O)c2ccccc2)c1 returned Hck-Nef inh 9, Runt-SMMHC FRET 2, Runt-CBFb FRET 9, NPY-Y1 PAM-ag 6, RBBP9 inh -15, p97 ATPase inh -2, NPY-Y2 PAM-ag 7 and MDM2 E3 inh -9.
`Cc1ccn2c(NC(C)(C)C)c(-c3cccs3)nc2c1` gave Hck-Nef inh 5, Runt-SMMHC FRET -5, Runt-CBFb FRET -2, NPY-Y1 PAM-ag -2, NPY Y1 blocker 9, RBBP9 inh -10, p97 ATPase inh 1 and NPY-Y2 PAM-ag -16.
Screening COc1cccc(C(=O)N2CCN(Cc3ccccn3)CC2)c1OC returned Hck-Nef inh 1, Runt-SMMHC FRET 3, Runt-CBFb FRET -1, NPY-Y1 PAM-ag -15, NPY Y1 blocker -1, RBBP9 inh -6, p97 ATPase inh -6, NPY-Y2 PAM-ag -6 and MDM2 E3 inh 7.
Cc1sc2nc(SC3CCOC3=O)n(Cc3ccccc3)c(=O)c2c1C (configuration not stated) was read as Hck-Nef inh 7, Runt-SMMHC FRET -1, Runt-CBFb FRET 0, NPY-Y1 PAM-ag 3, NPY Y1 blocker 2, RBBP9 inh -1, p97 ATPase inh 0, NPY-Y2 PAM-ag 4 and MDM2 E3 inh -1.
Cc1cccc(C(=O)NCC(=O)Nc2ccc(S(=O)(=O)Nc3nc(C)cc(C)n3)cc2)c1 was read as Hck-Nef inh 15, Runt-SMMHC FRET 2, Runt-CBFb FRET 2, NPY-Y1 PAM-ag -5, NPY Y1 blocker -7, RBBP9 inh -6, p97 ATPase inh -3, NPY-Y2 PAM-ag 7 and MDM2 E3 inh -37.
Screening CNC(=O)c1cc2cc(OC)ccc2oc1=N returned Hck-Nef inh -4, Runt-SMMHC FRET 6, Runt-CBFb FRET 12, NPY-Y1 PAM-ag -8, NPY Y1 blocker 4, RBBP9 inh -6, p97 ATPase inh -3 and NPY-Y2 PAM-ag -2.
`Cc1nn(CC(=O)NCCN2CCOCC2)c(C)c1[N+](=O)[O-]` gave Hck-Nef inh -1, Runt-SMMHC FRET -11, Runt-CBFb FRET -1, NPY-Y1 PAM-ag -5, NPY Y1 blocker -1, RBBP9 inh -11, p97 ATPase inh 7, NPY-Y2 PAM-ag -12 and MDM2 E3 inh -2.
Screening Cc1csc(SCC(=O)NCc2ccccc2)n1 returned Hck-Nef inh 14, Runt-SMMHC FRET 5, Runt-CBFb FRET 0, NPY-Y1 PAM-ag -10, NPY Y1 blocker 0, RBBP9 inh -6, p97 ATPase inh 1, NPY-Y2 PAM-ag -9 and MDM2 E3 inh -1.
Screening CCCCOc1cccc(C2C(C(=O)c3cccs3)=C(O)C(=O)N2Cc2cccnc2)c1 (configuration not stated) returned Hck-Nef inh 2, Runt-SMMHC FRET -1, Runt-CBFb FRET -3, NPY-Y1 PAM-ag -12, NPY Y1 blocker 1, RBBP9 inh -9, p97 ATPase inh -3, NPY-Y2 PAM-ag -2 and MDM2 E3 inh -5.
Screening O=C(Nc1ccc2c(c1)OCO2)C1CCN(C(=O)c2cccs2)CC1 returned Hck-Nef inh -1, Runt-SMMHC FRET -3, Runt-CBFb FRET -2, NPY-Y1 PAM-ag -20, NPY Y1 blocker 5, RBBP9 inh -5, p97 ATPase inh 3, NPY-Y2 PAM-ag -14 and MDM2 E3 inh 2.
Cc1nnc(NNS(=O)(=O)c2ccc(Cl)cc2)[nH]c1=O was read as Hck-Nef inh 4, Runt-SMMHC FRET -3, Runt-CBFb FRET 1, NPY-Y1 PAM-ag 12, RBBP9 inh -7, p97 ATPase inh -3, NPY-Y2 PAM-ag -7 and MDM2 E3 inh -13.
CC(=O)Oc1ccc(N2C(=O)C3C(C2=O)C(C(=O)c2ccc(Cl)cc2)N2CCCC32)cc1 (configuration not stated) was read as Hck-Nef inh 12, Runt-SMMHC FRET -17, Runt-CBFb FRET 3, NPY-Y1 PAM-ag -7, RBBP9 inh -3, p97 ATPase inh 5, NPY-Y2 PAM-ag -12 and MDM2 E3 inh -10.
O=C(c1ccc(-c2ccccc2)cc1)c1ccccc1C(=O)N1CCOCC1 was read as Hck-Nef inh 7, Runt-SMMHC FRET 2, Runt-CBFb FRET -2, NPY-Y1 PAM-ag 10, NPY Y1 blocker 6, RBBP9 inh 2, p97 ATPase inh -3, NPY-Y2 PAM-ag -3 and MDM2 E3 inh -8.
Screening O=c1c2cn[nH]c2[nH]c(=S)n1-c1ccccc1 returned Hck-Nef inh 6, Runt-SMMHC FRET 3, Runt-CBFb FRET 13, NPY-Y1 PAM-ag 1, NPY Y1 blocker 1, RBBP9 inh -6, p97 ATPase inh 1, NPY-Y2 PAM-ag -1 and MDM2 E3 inh -2.
COc1ccc(OC)c(S(=O)(=O)N2CCC(C(=O)NC(C)c3ccccc3)CC2)c1 (configuration not stated) was read as Hck-Nef inh 2, Runt-SMMHC FRET 3, Runt-CBFb FRET 1, NPY-Y1 PAM-ag -5, NPY Y1 blocker 4, RBBP9 inh -3, p97 ATPase inh 8 and NPY-Y2 PAM-ag 9.
Cc1ccc(NC(=O)C2CCCN2C(=O)OC(C)(C)C)cc1C (configuration not stated) was read as Hck-Nef inh 25, Runt-SMMHC FRET 0, Runt-CBFb FRET 0, NPY-Y1 PAM-ag 8, RBBP9 inh 3, p97 ATPase inh 2 and NPY-Y2 PAM-ag 6.
`O=C1Nc2ccc(S(=O)(=O)N3CCCC3)c3cccc1c23` gave Hck-Nef inh 2, Runt-SMMHC FRET 7, Runt-CBFb FRET 2, NPY-Y1 PAM-ag -8, NPY Y1 blocker -2, RBBP9 inh 5, p97 ATPase inh 4, NPY-Y2 PAM-ag 3 and MDM2 E3 inh 0.
For O=C1CSC(c2ccccc2F)N1CCN1CCCCC1 (configuration not stated) the results were Hck-Nef inh 2, Runt-SMMHC FRET 2, Runt-CBFb FRET 11, NPY-Y1 PAM-ag 9, NPY Y1 blocker 4, RBBP9 inh -8, p97 ATPase inh -2, NPY-Y2 PAM-ag 1 and MDM2 E3 inh -17.
O=C(NNC1=C(C(=O)C(F)(F)F)CCC1)c1ccccc1Cl was read as Hck-Nef inh 1, Runt-SMMHC FRET -1, Runt-CBFb FRET 0, NPY-Y1 PAM-ag 9, NPY Y1 blocker 2, RBBP9 inh 1, p97 ATPase inh -1, NPY-Y2 PAM-ag -8 and MDM2 E3 inh -16.
For CCOC(=O)C1CCN(C(=O)CCCOc2ccccc2)CC1 the results were Hck-Nef inh 2, Runt-SMMHC FRET -1, Runt-CBFb FRET 0, NPY-Y1 PAM-ag -20, NPY Y1 blocker 4, RBBP9 inh 0, p97 ATPase inh -2, NPY-Y2 PAM-ag 4 and MDM2 E3 inh -21.

Part of the list above in order of formula weight, low to high:
Cc1nnc(NNS(=O)(=O)c2ccc(Cl)cc2)[nH]c1=O was read as Hck-Nef inh 4, Runt-SMMHC FRET -3, Runt-CBFb FRET 1, NPY-Y1 PAM-ag 12, RBBP9 inh -7, p97 ATPase inh -3, NPY-Y2 PAM-ag -7 and MDM2 E3 inh -13.
Cc1ccc(NC(=O)C2CCCN2C(=O)OC(C)(C)C)cc1C (configuration not stated) was read as Hck-Nef inh 25, Runt-SMMHC FRET 0, Runt-CBFb FRET 0, NPY-Y1 PAM-ag 8, RBBP9 inh 3, p97 ATPase inh 2 and NPY-Y2 PAM-ag 6.
Screening CCCCOc1cccc(C2C(C(=O)c3cccs3)=C(O)C(=O)N2Cc2cccnc2)c1 (configuration not stated) returned Hck-Nef inh 2, Runt-SMMHC FRET -1, Runt-CBFb FRET -3, NPY-Y1 PAM-ag -12, NPY Y1 blocker 1, RBBP9 inh -9, p97 ATPase inh -3, NPY-Y2 PAM-ag -2 and MDM2 E3 inh -5.

From PubChem BioAssay
